NTR1 agonist = agonists of NTR1, primary screen, imaging, U2OS cells, beta-arrestin-GFP, high content (AID 493036); NTR1-U2OS beta-arrestin-GFP spot imaging, agonist mode; activation, % at 20 µM; 330,000 tested, 0.17% active;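 active = activation at or above 40% of the spot to cytoplasm intensity ratio, with at least 20 cells analyzed; inconclusive = wells under 20 cells, flagged as cytotoxic or low count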;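 also: 0% = DMSO without peptide and 100% = 100 nM NTR1 peptide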
Target sequence (P30989 whole entry, looked up): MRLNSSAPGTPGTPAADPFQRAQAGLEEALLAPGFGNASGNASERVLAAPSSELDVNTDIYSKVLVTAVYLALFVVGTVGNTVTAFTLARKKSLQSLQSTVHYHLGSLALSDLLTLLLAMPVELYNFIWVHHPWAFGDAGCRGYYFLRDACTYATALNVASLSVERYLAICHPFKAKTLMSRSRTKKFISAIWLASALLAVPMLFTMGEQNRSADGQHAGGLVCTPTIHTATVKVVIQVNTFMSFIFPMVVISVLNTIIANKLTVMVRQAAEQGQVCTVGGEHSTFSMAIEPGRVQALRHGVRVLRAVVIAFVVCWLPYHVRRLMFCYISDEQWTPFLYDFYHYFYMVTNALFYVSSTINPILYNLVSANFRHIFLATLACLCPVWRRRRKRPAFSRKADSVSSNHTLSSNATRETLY
T cell HTS = T cell immune modulation candidate; 2C CD8+ T cell-vesicle binding, flow cytometry; active compounds read low; calls only at 7 µM; 330,000 tested, 0.068% active; AID 2052;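 active = response, share of CD8 T cells binding vesicles, and their 90th percentile fluorescence all below set limits, cut at about 80% in these data, passing the limit was not always enough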
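Test system: purified 2C TCR transgenic mouse naive CD8+ T cells. Probe or stimulus: QL9-peptide-loaded Drosophila micro-vesicles bearing Ld, ICAM-1 and B7-1. Incubation: binding step 1.5 h, 37 °C, antibody labelling 20 min, ice. Measured by: flow cytometry of vesicle-bound cells.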
UTI89 phage lysis = inhibition of K1F phage lysis, E. coli UTI89, bacterial capsule biogenesis inhibitors, alamar blue (AID 488966); E. coli UTI89 K1F phage lysis, alamar blue, 2 h; higher % means a stronger effect; one-dose inhibition, % at 100 µM; IC50 in µM for titrated hits; 340,000 tested, 0.02% active;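 active = phage lysis inhibition, versus mean bacterial control, above a set limit; inconclusive = no clear call, values can overlap the other calls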;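 also: capsule biogenesis inhibitors block K1F phage lysis so surviving cells raise fluorescence; higher fluorescence means more inhibition of phage lysis; actives were called in the ten point dose series up to 300 µM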
PhoP inhibition = inhibitors of PhoP regulon expression, primary screen, Salmonella Typhimurium, GFP reporter (AID 1863). inhibition, % at 50 µM, or IC50 in µM where a hit was titrated. 300,000 tested, 0.16% active. S. Typhimurium PhoP-regulated promoter GFP reporter, 4 h; higher % means a stronger effect;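 active = inhibition over 29.93%, a cutoff 3 SD above the screen mean, later confirmed by dose response; inconclusive = inhibition over 29.93% but no dose response follow-up; inactive = inhibition at most 29.93% or unconfirmed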;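 also: 0% = low Mg2+ inducing control and 100% = high Mg2+ repressing control; strong numbers were not always called active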
RSV CPE inhibition = inhibition of RSV-induced cytopathic effect – HEp-2 cells, primary 10 µM value included (AID 2391); HEp-2 cells, RSV-induced CPE inhibition; higher % means a stronger effect; CPE inhibition, % at 10 µM, or IC50 in µM where a hit was titrated; 310,000 tested, 0.13% active; in the data active = a potency from the dose series; inconclusive = CPE inhibition mostly from about 23% at the one dose, without a potency; inactive = the rest, 99 in 100 with CPE inhibition below about 21%; also: strong numbers were not always called active
SV40 large T antigen = TAg ATPase/helicase activity blockers – biochemical (AID 1903) | SV40 large T antigen ATPase/helicase inhibition assay; higher % means a stronger effect | inhibition, % at 20 µM; hits with a dose series show IC50 in µM | 310,000 tested, 0.39% active; in the data active = a potency from the dose series; inconclusive = inhibition mostly from about 32% at the one dose, without a potency; inactive = the rest, 99 in 100 with inhibition below about 32%; also: strong numbers were not always called active
MgcRacGAP inhibition = MgcRacGAP GTPase-activating activity inhibitors, confirmation, biochemical, ADP Hunter fluorescence | inhibition, % at 30 µM; hits with a dose series show IC50 in µM | 340,000 tested, 0.6% active | MgcRacGAP-stimulated Rac1 GTP hydrolysis, ADP Hunter fluorescence; higher % means a stronger effect; GST-tagged Rac1 F28L mutant substrate | AID 624330;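 active = first-screen hits whose inhibition reached a set limit at any dose in the follow-up dose series; inconclusive = inhibition above the set first-screen limit but never retested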;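 also: fluorescence reports GDP produced by GAP-driven GTP hydrolysis; strong numbers were not always called active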
Dengue-2 NS5 capping = flavivirus cap methylation enzyme inhibition – biochemical, confirmation dose response, primary screen (AID 588689); Dengue-2 NS5 methyltransferase capping enzyme assay, biochemical; higher % means a stronger effect; inhibition, % at 25 µM; hits with a dose series show IC50 in µM; 340,000 tested, 0.3% active; in the data active = a potency from the dose series; inconclusive = inhibition above about 29% without an active follow-up result
West Nile antiviral = inhibition of WNV-induced cytopathic effect – cell-based, CPE readout (AID 1621); 290,000 tested, 0.02% active; West Nile virus-infected cells, CPE inhibition; higher % means a stronger effect; one-dose CPE inhibition, % at 10 µM; IC50 in µM for titrated hits; in the data active = a potency from the dose series; inconclusive = CPE inhibition mostly from about 3.7% at the one dose, without a potency; inactive = the rest, 99 in 100 with CPE inhibition below about 2.2%; also: strong numbers were not always called active
T cell HTS vesicle-bound % = second read-out of T cell HTS, no call of its own (marks repeat the call); double positive events, %; measured here: CD8+ vesicle-bound cell fraction;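 binding gate set so that unloaded-vesicle control wells show 10% double positive cells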
NTR1 agonist cell count 20 µM = further read-out of NTR1 agonist, marked with its call; cell count; measured here: cell count, cytotoxicity flag
* hit, by the source's call; i = inactive; u = inconclusive; x = no result given; [ ] = dose if it differs, or a comment.

Molecule	NTR1 agonist	NTR1 agonist cell count 20 µM	T cell HTS	T cell HTS vesicle-bound %	UTI89 phage lysis	PhoP inhibition	RSV CPE inhibition	SV40 large T antigen	MgcRacGAP inhibition	Dengue-2 NS5 capping	West Nile antiviral
Cc1[nH]nc(-c2ccc(O)c(C)c2O)c1Oc1ccccc1	3.0	92	i	48	-0.2%	0%	8.6%	3%	18%	-7%	-0.2%
COc1ccccc1OCCNC(=O)CCS(=O)(=O)c1ccccc1	-1.1	66	i	8	0.6%[50 µM]	x	x	x	3%	2%	x
CC1(C)CC(=O)c2cc(OCC(=O)NCCCN3CCN(c4ccccc4F)CC3)ccc2O1	2.0	62	i	52	5.0%	11%	-1.5%	17%	7%	1%	-1.1%
Cc1cc(OCCSc2nnc(-c3cccs3)n2C)ccc1Cl	3.5	56	i	44	1.3%	-3%	u	3%	-9%	-3%	0.0%
COc1ccc(OC)c(N2C(=O)CC(Cc3ccc(C)cc3)C2=O)c1 (stereo not given)	1.8	66	i	41	-1.1%	0%	0.8%	-1%	9%	1%	-0.5%
c1coc(CNc2ncnc3[nH]ncc23)c1	-1.4	57	i	53	7.1%	-2%	0.0%	9%	7%	x	-0.1%
COc1ccccc1NC(=O)CSc1nnc(NC(=O)C2CC2)s1	0.4	60	i	11	0.2%	-4%	0.1%	3%	6%	-1%	0.4%
COCCc1nc2ccc(C(=O)N(C)Cc3cccc(-n4nc(C)cc4C)c3)cc2o1	-0.7	57	i	66	0.2%	1%	1.4%	14%	1%	2%	-0.3%
CCN1C(=O)/C(=C\N(C)C)NC1=S	-1.7	84	i	42	0.3%	-3%	0.3%	19%	12%	-6%	0.2%
O=C(/C=C/c1ccccc1[N+](=O)[O-])NCc1cccnc1	1.0	60	i	25	-1.1%	4%	3.8%	28%	6%	-7%	-0.2%
CCOc1ccc2c(O)csc2c1	1.1	38	i	14	0.7%	-12%	2.0%	24%	26%	-5%	0.6%
Cc1cc(C)nc(N2CCN(C(=O)c3ccc(S(=O)(=O)N4CCCCCC4)cc3)CC2)n1	-0.8	48	i	33	-0.1%	-1%	2.6%	5%	3%	-4%	-1.1%
O=C(CSc1nc2[nH]ncc2c(=O)[nH]1)Nc1cccc([N+](=O)[O-])c1	-1.7	54	i	52	1.2%[50 µM]	-1%	2.9%	9%	1%	-1%	x
CN(C(=O)c1ccccc1Cl)c1ccccc1	-0.7	70	i	48	0.3%	4%	0.1%	-3%	9%	-6%	-0.1%
O=C1CN(C(=O)COC(=O)c2cc(S(=O)(=O)N3CCOCC3)ccc2Cl)c2ccccc2N1	-1.2	41	i	28	0.2%	x	-0.2%	27%	12%	-9%	-0.3%
CC(C)c1ccc(S(=O)(=O)N2CCN(CC(=O)Nc3ccc(Cl)cc3F)CC2)cc1	2.6	93	i	40	0.0%[50 µM]	x	1.3%	x	3%	-5%	x
CCOC(=O)CCn1c(=O)c2c(nc(Br)n2Cc2ccccc2)n(C)c1=O	-1.5	27	i	48	-0.1%	-7%	3.8%	3%	9%	-3%	0.1%
COc1cc(CN2CCN(Cc3ccccc3C(F)(F)F)CC2)cc(OC)c1OC	1.2	54	i	52	0.1%	1%	-1.0%	-13%	6%	-3%	-1.2%
O=C(NNC(=O)c1cccnc1)NC1CCCCC1	-0.1	39	i	51	0.4%	3%	3.8%	2%	8%	-4%	0.0%
CCOC(=O)CC1C(=O)NCCN1Cc1cccc(C(F)(F)F)c1 (stereo not given)	-2.2	83	i	35	0.0%	8%	1.3%	-9%	1%	-5%	0.0%

Additional compounds:
Molecule	NTR1 agonist	NTR1 agonist cell count 20 µM	T cell HTS	T cell HTS vesicle-bound %	UTI89 phage lysis	PhoP inhibition	RSV CPE inhibition	SV40 large T antigen	MgcRacGAP inhibition	Dengue-2 NS5 capping	West Nile antiviral
O=C(Cn1c(COc2ccc(Cl)cc2)nc2ccccc21)NCC(F)(F)F	-0.2	40	i	34	-2.4%	-8%	-0.3%	19%	2%	-7%	x
Nc1c(C(=O)NCc2ccc(Cl)cc2)sc2nc3c(c(C(F)(F)F)c12)CCC3	0.8	54	i	11	0.5%	-2%	7.4%	0%	13%	-6%	-0.4%
COc1ccccc1NS(=O)(=O)c1cccc(NC(=O)c2[nH]c(C)c(C(C)=O)c2C)c1	6.0	64	i	31	0.3%	x	1.8%	10%	10%	-4%	0.1%
COc1ccc(CNC(=O)C2CCN(C(=O)c3ccc(F)cc3)CC2)cc1OC	3.4	50	i	48	1.2%[50 µM]	x	0.6%	x	6%	-10%	x
CCN(CC)C(=O)Cn1cc(S(=O)(=O)CC(=O)NCc2ccc(F)cc2)c2ccccc21	2.8	47	i	21	0.3%[50 µM]	-3%	1.4%	12%	4%	-3%	-0.2%
CCCCCCC(O)(c1ccccc1)C(CN1CCOCC1)c1ccccc1 (stereo not given)	6.5	79	i	34	-1.4%[50 µM]	-4%	11%	21%	5%	-7%	-0.9%
Cn1c(NC(=O)c2ccc(Cl)cc2)c(-c2ccccn2)c(=O)c2ccccc21	1.9	88	i	11	-1.4%	17%	1.4%	-2%	11%	-2%	0.3%
CCn1c(Cc2cccn2C)nnc1SCC(=O)c1ccc(C)cc1	0.3	50	i	16	0.8%	-1%	-0.2%	14%	9%	-9%	-0.3%
COc1ccc2c(c1)c(=O)oc1cc3occ(C(C)(C)C)c3cc12	1.4	65	i	44	0.1%	-8%	0.3%	-1%	3%	-5%	x
COc1ccccc1Nc1c([N+](=O)[O-])cc(C)cc1[N+](=O)[O-]	1.9	87	i	34	0.0%	1%	4.6%	5%	8%	7%	0.1%
COc1ccc(CC(=O)Nc2cccc(/C(C)=N/NC(=O)c3cccc([N+](=O)[O-])c3)c2)cc1	4.8	70	i	35	0.1%	0%	20%	7%	7%	0%	0.0%
CC(C)(C)NC(=O)NC(=O)COC(=O)Cc1c(Cl)cccc1Cl	1.1	58	i	35	-0.3%	4%	0.4%	1%	7%	2%	0.7%
CC(Oc1ccc(Br)cc1)C(=O)Nc1cc(Cl)ccc1N1CCN(C)CC1 (stereo not given)	6.3	69	i	40	1.7%[50 µM]	0%	-0.1%	35%	-3%	1%	x
COCCCN(C)C1CCN(C(=O)Nc2ccc(F)cc2)CC1	-1.6	91	i	20	-0.2%	-4%	0.5%	8%	0%	-4%	0.3%
Cc1c(CCC(=O)O)c(=O)oc2c(C)c(OCc3ccccc3Cl)ccc12	1.6	85	i	29	0.1%	16%	2.6%	5%	11%	1%	-0.7%
Cc1cc(NC(=O)CCCn2nc([N+](=O)[O-])c(Br)c2C)no1	2.5	38	i	54	0.0%	0%	5.4%	13%	14%	-7%	-0.6%
Clc1ccc(CN2CCc3c([nH]c4ccccc34)C2)cc1Cl	65*	86*	i	37	0.1%	x	-1.7%	17%	17%	-16%	-0.8%
COc1ccc(CN(C(=O)c2ccc(-c3ccccc3)[nH]2)C(C(=O)NC(C)(C)C)c2ccncc2)cc1 (stereo not given)	2.6	37	i	18	-0.2%	-8%	u	8%	3%	-9%	0.0%
Cc1cccc(NC(=S)NC(=O)c2ccc(Br)o2)c1C	5.0	40	i	20	-1.1%	1%	0.8%	13%	3%	-5%	0.3%
CC(=O)NC(=O)c1nnn(Cc2ccccc2)c1NC(C)=O	-1.2	71	i	25	-0.3%	-10%	3.2%	15%	-7%	-1%	0.0%

Next section
Molecule	NTR1 agonist	NTR1 agonist cell count 20 µM	T cell HTS	T cell HTS vesicle-bound %	UTI89 phage lysis	PhoP inhibition	RSV CPE inhibition	SV40 large T antigen	MgcRacGAP inhibition	Dengue-2 NS5 capping	West Nile antiviral
C[C@@H]1CC[C@]2(C(=O)O)CC[C@]3(C)C(=CCC4[C@@]5(C)CC[C@H](O)[C@@](C)(C(=O)O)C5CC[C@]43C)C2[C@]1(C)O (stereo not given in full)	-0.2	48	i	2	3.5%	x	x	x	4%	-1%	x
Nc1c(Cl)ncnc1N/N=C/c1ccc2ccccc2n1	x	x	i	37	5.5%	-19%	-1.4%	22%	14%	u	u
COc1ccc(OC)c(NC(=O)C2CCCN(S(=O)(=O)c3c(C)nn(C)c3C)C2)c1 (stereo not given)	2.3	47	i	18	-0.1%	x	1.0%	x	4%	-4%	x
O=C(Nc1cc(S(=O)(=O)N2CCOCC2)ccc1Cl)c1cc(=O)c2ccccc2o1	0.3	44	i	38	-0.3%	-2%	2.6%	0%	-2%	-14%	0.2%
CC(C)C(=O)Nc1nnc(NC(=S)Nc2ccccc2)s1	-1.7	63	i	56	0.5%	-11%	-0.4%	32%	1%	-4%	-0.3%
COc1ccc(NC2=NC(=S)N(c3cccc(C)c3)C23CCCCC3)cc1	1.4	86	i	22	0.1%	34%	1.6%	3%	6%	2%	x
O=C(Cn1ncc2c3ccccc3n(Cc3ccc(Cl)cc3)c2c1=O)NCCCN1CCCC1=O	-0.6	65	i	34	0.2%	-8%	0.9%	11%	12%	-4%	-0.7%
CC(C)NC(=O)c1ccccc1NC(=O)C1CC(=O)N(C(C)C)C1 (stereo not given)	1.3	70	i	64	0.1%	-1%	0.0%	2%	3%	4%	0.3%
CCOC(=O)c1cnc2cc(F)c(F)cc2c1N1CCN(C)CC1	-2.1	79	i	54	-0.1%	x	1.3%	1%	3%	-3%	-0.6%
Cc1ccc(-c2cc(C(=O)N/N=C/C(Br)=C/c3ccccc3)n[nH]2)o1	12	58	i	47	-0.7%	-9%	6.9%	11%	16%	-4%	-1.6%
CCOCCOC(=O)c1ccc(-n2cncn2)nc1	-5.1	94	i	53	2.5%	-6%	0.1%	8%	0%	-2%	0.2%
COC(=O)c1cccc(NC(=O)CSc2nncn2-c2ccccn2)c1	2.1	45	i	40	-0.2%	10%	-0.2%	31%	1%	-1%	0.6%
C/C(=N\Nc1ccccn1)c1ccc(C(C)C)cc1	9.2	50	i	26	0.5%	-7%	u	7%	2%	-5%	1.3%
CCCC(C)NC(=O)Cc1ccccc1[N+](=O)[O-] (stereo not given)	1.2	83	i	26	1.1%[50 µM]	3%	0.7%	6%	10%	-3%	-0.5%
CN1CCc2c(sc3c2C(=O)NC(c2cccs2)N3)C1 (stereo not given)	1.2	43	i	8	1.1%	-64%	-1.1%	16%	-12%	-7%	-0.3%

Compounds as they come; 1.5% or so of the library scored in one or more.
